From PubChem BioAssay
Neddyl block – inhibitors of cullin neddylation, primary screen, biochemical, TR-FRET, uHTS, NAE and Ubc12; calls only at 25 µM; 360,000 tested, 0.58% active; AID 651699, 2012; in the data active means inhibition above about 36%
NadD block – inhibitors of S. aureus NadD, primary screen, biochemical, colorimetric, uHTS; Nicotinate-nucleotide adenylyltransferase NadD (Staphylococcus aureus N315); purified NadD enzyme, colorimetric absorbance read-out; inhibition, % at 20 µM; 360,000 tested, 0.78% active; AID 602399, 2012; in the data active means inhibition above about 26%; further: some compounds past the cut are filed as inactive
PABP1 MLLE inh – inhibitors of PABP1 MLLE–PAM2 peptide binding, primary screen, biochemical, fluorescence polarization, FITC-PAM2, GST-MLLE; AID 588489, 2011; inhibition, % at 20 µM; Polyadenylate-binding protein 1 (Homo sapiens), P11940; 360,000 tested, 0.36% active; in the data active means inhibition above about 35%, passing the limit was not always enough;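 further: plate controls were DMSO wells with GST-MLLE for no effect and wells lacking GST-MLLE protein for full effect; some results filed as inactive read as strong as hits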
Rpn11 block – Rpn11 (PSMD14) deubiquitinase inhibitors, primary screen, biochemical, fluorescence polarization, uHTS; 26S proteasome non-ATPase regulatory subunit 14 (Homo sapiens), O00487; human 26S proteasome, Ub4-pepOG fluorescence polarization; 20S core pre-blocked with epoxomicin; calls only at 20 µM; 360,000 tested, 0.59% active; AID 588493, 2011;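 active means inhibition at 20 µM, scaled to each plate's controls, above about 33%, limit read from the data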
FAS TE block – FAS thioesterase domain inhibitors, primary screen, biochemical, fluorescence intensity, uHTS; Fatty acid synthase (Homo sapiens), P49327; recombinant FAS-TE, OMFH fluorogenic substrate, fluorescence endpoint; inhibition, % at 15 µM; 360,000 tested, 0.67% active; AID 602261, 2012;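 active means compounds whose normalised, plate-corrected inhibition of enzyme fluorescence in the single-dose primary screen is 50% or more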;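 further: 0% = DMSO with enzyme and 100% = substrate without enzyme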
SKN-1 block – suppressors of acrylamide-induced Pgst-4::GFP reporter in worms, primary screen, SKN-1 inhibitor project, whole organism, uHTS, GFP/RFP fluorescence ratio, strain VP596; inhibition, % at 21.8 µM; C. elegans VP596 Pgst-4::GFP/RFP ratio, 24 h; 360,000 tested, 0.49% active; AID 624304, 2012;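 active means interference check ratio from 0.5 to 1.5 plus GFP to RFP signal ratio inhibition reaching or exceeding a fixed threshold, cut at about 30% in these data, passing the limit was not always enough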; further: some compounds called inactive have numbers as strong as hits
MT1-MMP act inh – blockers of MT1-MMP proenzyme processing, primary screen, HT1080 RFP-PRO-GFP cells, GFP/RFP fluorescence. GFP/RFP ratio fluorescence, overnight; percent of plate control window, DMSO zero. GFP/RFP ratio change, % at 20 µM. 360,000 tested, 0.061% active;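 active means GFP/RFP ratio change of at least 30% with cell ATP level not reduced by more than half and red fluorescence within 50% of control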; further: strong numbers were not always called active
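Assay system – RFP-PRO-GFP reporter HT1080 cells · Compound dosing – single dose of 20 µM compound, 1% DMSO final · Incubation – overnight compound exposure at 37 °C · Measure – GFP/RFP fluorescence ratio · Benchmarks – DMSO wells and RFP-L50D-GFP cells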
CSN inh – inhibitors of CSN-mediated cullin deneddylation, primary screen, biochemical, fluorescence polarization, uHTS; COP9 signalosome complex subunit 5 (Homo sapiens), Q92905; Purified CSN, SCF-Nedd8-OG deneddylation; inhibition, % at 12.5 µM; 360,000 tested, 0.38% active; AID 651999, 2013;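 active means pattern-corrected inhibition above about 35%, with an unprinted fluorescence ratio check between 0.5 and 1.5, limit read from the data, passing the limit was not always enough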;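 further: 0% = enzyme with substrate and 100% = substrate without enzyme; some results filed as inactive read as strong as hits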
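Assay system: purified human Csn5 enzyme expressed in HEK293T cells; Input: 0.24 nM Csn5 enzyme, final concentration; Reagent: 10 nM SCFSkp2-Nedd8OG; Compound dosing: 12.5 µM single point; Times: reaction 90 min, room temperature; Technique: fluorescence polarization readout.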
Rin1 Abl inh – inhibitors of Rin1-Abl protein binding, primary screen, biochemical, TR-FRET | 360,000 tested, 0.4% active | inhibition, % at 7.35 µM | Tyrosine-protein kinase ABL1 (Homo sapiens) + Ras and Rab interactor 1 (Homo sapiens), …; in the data active means inhibition above about 5%, passing the limit was not always enough
Target sequence (P00519 whole entry, looked up): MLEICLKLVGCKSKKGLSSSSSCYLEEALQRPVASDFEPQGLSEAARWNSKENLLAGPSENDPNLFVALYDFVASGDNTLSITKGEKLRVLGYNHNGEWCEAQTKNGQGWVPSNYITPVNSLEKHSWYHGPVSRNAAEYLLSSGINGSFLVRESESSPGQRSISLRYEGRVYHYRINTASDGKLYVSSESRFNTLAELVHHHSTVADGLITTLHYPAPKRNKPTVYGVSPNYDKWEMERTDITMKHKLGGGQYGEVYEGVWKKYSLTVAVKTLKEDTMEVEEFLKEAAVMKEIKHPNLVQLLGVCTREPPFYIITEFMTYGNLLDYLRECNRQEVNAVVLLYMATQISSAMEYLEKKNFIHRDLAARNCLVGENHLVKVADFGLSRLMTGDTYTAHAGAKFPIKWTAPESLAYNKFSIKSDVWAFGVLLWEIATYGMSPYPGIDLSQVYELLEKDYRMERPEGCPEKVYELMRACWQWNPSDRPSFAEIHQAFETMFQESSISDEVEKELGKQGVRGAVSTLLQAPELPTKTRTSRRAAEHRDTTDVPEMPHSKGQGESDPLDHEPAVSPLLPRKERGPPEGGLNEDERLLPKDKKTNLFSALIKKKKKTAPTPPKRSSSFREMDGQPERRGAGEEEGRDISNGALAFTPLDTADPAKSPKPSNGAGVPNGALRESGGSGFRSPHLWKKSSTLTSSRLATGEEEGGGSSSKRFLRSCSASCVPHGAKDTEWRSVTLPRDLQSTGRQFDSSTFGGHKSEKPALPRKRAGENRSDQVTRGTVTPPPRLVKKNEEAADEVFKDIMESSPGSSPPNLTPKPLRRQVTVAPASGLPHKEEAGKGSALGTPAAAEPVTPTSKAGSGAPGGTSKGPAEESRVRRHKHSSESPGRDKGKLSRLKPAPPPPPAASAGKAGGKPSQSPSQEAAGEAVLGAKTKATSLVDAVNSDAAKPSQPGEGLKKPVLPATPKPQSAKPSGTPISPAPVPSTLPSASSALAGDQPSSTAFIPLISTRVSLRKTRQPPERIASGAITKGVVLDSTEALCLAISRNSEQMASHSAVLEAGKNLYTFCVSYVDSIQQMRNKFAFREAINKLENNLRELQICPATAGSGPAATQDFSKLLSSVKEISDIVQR
Target sequence (Q13671 whole entry, looked up): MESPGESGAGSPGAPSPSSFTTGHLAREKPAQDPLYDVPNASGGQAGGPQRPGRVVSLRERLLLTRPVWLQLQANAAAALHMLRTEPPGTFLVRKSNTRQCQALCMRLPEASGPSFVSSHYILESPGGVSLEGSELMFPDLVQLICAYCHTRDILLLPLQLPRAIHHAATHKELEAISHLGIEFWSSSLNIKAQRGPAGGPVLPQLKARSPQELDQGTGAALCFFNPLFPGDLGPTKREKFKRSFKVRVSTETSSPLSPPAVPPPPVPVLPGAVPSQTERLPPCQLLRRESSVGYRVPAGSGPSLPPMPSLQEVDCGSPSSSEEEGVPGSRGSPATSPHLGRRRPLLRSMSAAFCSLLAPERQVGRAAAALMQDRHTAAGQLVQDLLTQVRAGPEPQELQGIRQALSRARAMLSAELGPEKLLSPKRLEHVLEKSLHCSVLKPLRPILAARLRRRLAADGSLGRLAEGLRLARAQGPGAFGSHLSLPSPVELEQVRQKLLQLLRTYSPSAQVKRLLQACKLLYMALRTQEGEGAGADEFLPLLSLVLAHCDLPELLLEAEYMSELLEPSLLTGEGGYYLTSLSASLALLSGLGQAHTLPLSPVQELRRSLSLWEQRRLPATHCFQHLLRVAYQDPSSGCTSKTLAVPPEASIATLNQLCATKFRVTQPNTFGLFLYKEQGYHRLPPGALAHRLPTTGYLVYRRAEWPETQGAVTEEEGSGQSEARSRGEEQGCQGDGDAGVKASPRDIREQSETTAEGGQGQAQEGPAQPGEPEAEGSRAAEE
Starred values were filed as active, the others as inactive; i = inactive; x = no result given. An unsorted share of the library. About 3.9% of those tested had a hit in this group.

#	compound	Neddyl block	NadD block	PABP1 MLLE inh	Rpn11 block	FAS TE block
1	O=C1CCC(CCC(=O)N2CCCC(C(=O)c3ccc(Cl)cc3)C2)=NN1 (configuration not stated)	i	-1	23	i	-4
2	CCN(CC(=O)Nc1c(F)cccc1F)C(=O)COc1cccc2c1OC(C)(C)C2	i	1	4	i	-4
3	COc1ccc(-c2ccc(SCC(=O)N3CCN(c4ccccc4)CC3)nn2)cc1	i	4	-1	i	0
4	COc1ccccc1CNC(=O)CNCCc1ccc(OC)c(OC)c1	i	-4	6	i	-4
5	Cc1oc2c(C)c3oc(=O)c(CCC(=O)NCCCCCC(=O)O)c(C)c3cc2c1C	x	2	-5	i	-11
6	CCOc1cc(OCC)nc(S(C)(=O)=O)n1	i	-5	9	i	-10
7	Cc1cc(C)c(OCC(=O)Nc2nc3ccccc3[nH]2)c(C)c1	i	-4	2	i	-4
8	COc1ccc(/C=C(\C#N)C(=O)OCC(=O)NCc2ccccc2OC)cc1	i	0	-5	i	-3
9	Cc1onc(-c2ccccc2)c1C(=O)OCC(=O)N(C)c1ccccc1	i	-3	2	i	2
10	O=C1OC(Cc2ccccn2)C(=O)C1=C1SCCS1 (configuration not stated)	i	-3	-1	i	-11
11	Cc1ccc(-c2nn(-c3ccccc3)cc2C(=O)Nc2ccc(C)c(S(=O)(=O)N3CCOCC3)c2)cc1	i	11	6	i	41
12	O=C1NC(c2ccc(Br)cc2)=N/C1=C/c1ccco1	i	4	-2	i	-5
13	Cc1noc(NS(=O)(=O)c2ccc(NC(=O)c3cc(S(=O)(=O)N(C)c4ccccc4)ccc3Cl)cc2)c1C	i	10	3	i	1
14	Cn1ccnc1Sc1nc2ccccc2nc1NS(=O)(=O)c1ccccc1	i	0	1	i	-10
15	CCC(O)C1CCN(C(=O)c2cc(COc3ccc(F)cc3F)on2)CC1 (configuration not stated)	i	1	2	i	-6

#	SKN-1 block	MT1-MMP act inh	CSN inh	Rin1 Abl inh
1	-3	-3	3	3
2	3	1	-3	-2
3	3	5	-3	-5
4	4	1	-2	5
5	1	8	-1	1
6	5	-4	0	-2
7	4	-2	1	1
8	9	3	11	5
9	4	1	-1	0
10	-5	5	-2	-3
11	5	-4	-13	-1
12	4	-2	0	0
13	0	0	-3	-1
14	1	-11	-3	-8
15	26	2	-2	1

Continuation.
#	compound	Neddyl block	NadD block	PABP1 MLLE inh	Rpn11 block	FAS TE block
16	CCCCc1ccc(NC(=S)N2CCN(C)CC2)cc1	i	-4	-101	i	-5
17	CCN(CC)S(=O)(=O)c1ccc(C(=O)C(C#N)c2ccccn2)cc1 (configuration not stated)	i	-4	-5	i	1
18	Cn1c(=NC(=O)C2CC2)sc2cc(F)cc(F)c21	i	-1	2	i	0
19	COc1ccc([N+](=O)[O-])cc1NC(=O)C(C)c1ccccc1 (configuration not stated)	i	-6	5	i	45
20	Cc1cc(C)nc(N2CCC(C(=O)Nc3nnc(C)s3)CC2)n1	i	-1	-1	i	-6
21	COc1ccc(C)cc1NC(=O)CCNC(=O)Cn1cnc2ccccc2c1=O	i	2	16	i	-5
22	CC1(c2cccc(Br)c2)NC(=O)N(CC(=O)Nc2ccc3c(c2)OCO3)C1=O (configuration not stated)	i	-1	-6	i	7
23	CCOC(=O)C1CCCN(C(=O)c2ccccc2SCCOC)C1 (configuration not stated)	i	1	40*	i	-8
24	COc1ccc(CC(=O)NCC2CCCN(Cc3cc(OC)cc(OC)c3)C2)cc1 (configuration not stated)	i	-10	8	i	-8
25	Cc1ccnc(NC(=O)CSc2cc(=O)n(C)c3ccccc23)c1	i	-1	1	i	1
26	Cc1nn(-c2ccccc2)c(C)c1NC(=O)COC(=O)c1cc(Cl)ccc1O	i	1	-16	i	-6
27	CCOC(=O)C1=CCC2C(=O)N(Cc3ccccc3)C(=O)C12 (configuration not stated)	i	-7	-1	i	-12
28	COc1ccc(N2CCN(C(=O)Cc3ccc(Br)cc3)CC2)cc1	i	-1	-7	i	8
29	COC(=O)c1c(C(=O)OC)c(-c2ccc(Cl)cc2)n2c1CS(=O)(=O)C2	i	-7	3	i	2
30	CCOC(=O)CSC1=C(C#N)C(c2ccc(C)cc2)C(C(=O)OC)C(=O)N1 (configuration not stated)	i	9	7	i	-6

#	SKN-1 block	MT1-MMP act inh	CSN inh	Rin1 Abl inh
16	21	4	0	2
17	5	7	2	4
18	38*	2	-4	0
19	8	0	-8	1
20	-2	-4	3	-1
21	-6	-4	3	0
22	17	-2	-4	0
23	13	1	-3	4
24	-4	-4	-3	2
25	-1	0	-1	-175
26	-7	1	1	-6
27	11	1	-1	-2
28	13	5	-4	0
29	3	1	-5	4
30	-8	-2	1	-2

(listing goes on)
#	compound	Neddyl block	NadD block	PABP1 MLLE inh	Rpn11 block	FAS TE block
31	Cc1cc(=O)n2nc(N3CCCC(C(=O)Nc4cccc(C)c4C)C3)sc2n1 (configuration not stated)	i	3	-28	i	-6
32	CCCc1nc2ccc(C)cn2c1Cc1ccc(C)cc1	i	2	2	i	-5
33	Cc1ccc(C(=O)NN2C(=O)C3C4c5ccccc5C(c5ccccc54)[C@@H]3C2=O)cc1 (some centres not stated)	i	-6	14	i	-5
34	CC1CC(C)CN(C(=O)CSc2nc(N)cc(=O)[nH]2)C1 (configuration not stated)	i	-2	34	i	-8
35	CCOC(=O)c1cc(CC)sc1NC(=O)CSc1nc2ccccc2c(=O)n1Cc1ccco1	i	3	-69	i	15
36	COc1cc(/C=C2/NC(=O)N(c3cccc(Cl)c3)C2=O)ccc1O	i	2	2	i	-3
37	Cn1c(CCN2CCCCC2)nc2cc(NC(=O)Nc3ccccc3)ccc21	i	4	1	i	-6
38	COc1cccc(-n2ccnc2SCC(=O)N2CCCc3ccccc32)c1	i	-5	-5	i	-4
39	Cc1occc1C(=O)N(C)CC1CCCN(CCc2ccccc2F)C1 (configuration not stated)	i	-3	3	i	-5
40	CCN1C(=O)S/C(=C/c2cn(C)c3ccccc23)C1=O	i	14	12	i	14
41	O=S(=O)(Nc1ccc(S(=O)(=O)N2CCCCC2)cc1)c1cccs1	i	-7	5	i	-18
42	Cc1cc(C)c(-n2c(SCc3nc4ccccc4s3)n[nH]c2=O)c(C)c1	i	-10	8	i	2
43	COc1ccc(C(=O)c2sc3nc(C)cc(-c4cccs4)c3c2N)cc1OC	i	4	-22	x	-22
44	Cc1ccsc1C(=O)c1sccc1C	i	0	21	i	-1
45	O=C(CCCN1C(=O)c2ccccc2C1=O)Nc1c2c(nc3c1CCC3)CCC2	i	6	5	i	-3

#	SKN-1 block	MT1-MMP act inh	CSN inh	Rin1 Abl inh
31	12	6	5	-1
32	22	-1	10	3
33	6	-2	-13	0
34	-10	0	-1	-1
35	13	4	-6	2
36	-11	-15	-3	-2
37	5	-2	2	-1
38	4	3	1	-2
39	-16	3	0	-4
40	3	3	1	-4
41	-15	-6	2	2
42	5	1	-3	0
43	-11	-144	20	0
44	15	0	-5	-4
45	-3	-3	-3	-2

Reformatted bar-delimited: entries from further up
No. | structure | Neddyl block | NadD block | PABP1 MLLE inh | Rpn11 block | FAS TE block | SKN-1 block | MT1-MMP act inh | CSN inh | Rin1 Abl inh
41 | O=S(=O)(Nc1ccc(S(=O)(=O)N2CCCCC2)cc1)c1cccs1 | i | -7 | 5 | i | -18 | -15 | -6 | 2 | 2
42 | Cc1cc(C)c(-n2c(SCc3nc4ccccc4s3)n[nH]c2=O)c(C)c1 | i | -10 | 8 | i | 2 | 5 | 1 | -3 | 0
43 | COc1ccc(C(=O)c2sc3nc(C)cc(-c4cccs4)c3c2N)cc1OC | i | 4 | -22 | x | -22 | -11 | -144 | 20 | 0
44 | Cc1ccsc1C(=O)c1sccc1C | i | 0 | 21 | i | -1 | 15 | 0 | -5 | -4
45 | O=C(CCCN1C(=O)c2ccccc2C1=O)Nc1c2c(nc3c1CCC3)CCC2 | i | 6 | 5 | i | -3 | -3 | -3 | -3 | -2

Further records:
#	compound	Neddyl block	NadD block	PABP1 MLLE inh	Rpn11 block	FAS TE block
46	O=C(/C=C/c1ccc([N+](=O)[O-])cc1)N1CCN(S(=O)(=O)c2cccs2)CC1	i	-3	-20	i	19
47	COc1ccccc1-n1nnnc1SCC(=O)NC(=O)Cc1ccccc1	i	7	-8	i	3
48	CCc1cc(=O)oc2cc(OCC(=O)N(CC)CC)c(Cl)cc12	i	1	-7	i	14
49	O=C(CN1C(=O)c2ccc([N+](=O)[O-])cc2C1=O)NCC1CCCO1 (configuration not stated)	i	-2	3	i	0
50	COc1ccccc1N=c1scc(-c2ccc3c(c2)NC(=O)CO3)n1CC1CCCO1 (configuration not stated)	i	10	-7	i	5
51	CN1CCN(c2ccc(NC(=O)C(C)(c3ccccc3)c3ccccc3)cc2)CC1	i	-39	-3	i	-2
52	COc1ccc(S(=O)(=O)CCC(=O)N2c3ccccc3CC2C)cc1 (configuration not stated)	i	3	0	i	-1
53	CCn1c2ccccc2c2cc(NC(=O)CCCN3C(=O)CCC3=O)ccc21	i	0	-4	i	-4
54	CCCCNC(=O)c1cc2ccccc2s1	i	5	2	i	-9
55	COc1ccc(C(=O)COC(=O)CCNS(=O)(=O)c2ccccc2)cc1Br	i	-8	2	i	7
56	Cc1cc(C)cc(NC(=O)CSc2nnnn2-c2cccnc2)c1	i	5	-7	i	-3
57	Cc1ccc(Oc2ccc(C(F)(F)F)cc2[N+](=O)[O-])c([N+](=O)[O-])n1	i	-4	-1	i	4
58	O=C(O)/C=C\C(=O)Nc1ccccc1C#Cc1ccc(Br)cc1	i	1	-4	i	1
59	CC1(C)CC(=O)c2cc(OCC(=O)N3CCCCCC3)ccc2O1	x	-5	1	i	-8

#	SKN-1 block	MT1-MMP act inh	CSN inh	Rin1 Abl inh
46	4	2	-3	-3
47	0	1	-3	0
48	1	1	-3	-2
49	-10	2	-1	1
50	-3	0	3	-4
51	1	-2	0	2
52	3	-1	0	1
53	-6	3	2	0
54	12	2	2	-5
55	-2	0	2	2
56	12	-2	1	1
57	-5	1	4	-1
58	9	-30	4	-2
59	6	0	-2	-2
